Source: PubChem BioAssay
APOBEC3A inh = inhibitors of human APOBEC3A DNA deaminase. 330,000 compounds, 0.41% hits. P31941. inhibition, % at 20 µM. AID 493011. recombinant A3A, FAM/TAMRA ssDNA deamination fluorescence;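 active = at least 40% inhibition at 20 µM here, with at most 30% in a related deaminase screen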;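 also: plate controls were A3A with DMSO for no effect and wells lacking A3A enzyme for full effect; some results filed as inactive read as strong as hits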
Target sequence (P31941 whole entry, looked up): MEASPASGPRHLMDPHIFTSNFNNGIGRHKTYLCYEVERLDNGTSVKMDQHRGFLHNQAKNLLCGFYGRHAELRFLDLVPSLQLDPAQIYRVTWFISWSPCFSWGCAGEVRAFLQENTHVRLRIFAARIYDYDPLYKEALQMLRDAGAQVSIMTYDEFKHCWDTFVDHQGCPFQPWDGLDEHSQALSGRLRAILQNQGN
mIAP activ = mouse IAP activation; muIAP, CDP-Star luminescence, 30 min; active compounds read high; 1 = vehicle-only enzyme signal, 0 = enzyme-free wells; activation factor at 10 µM; 330,000 compounds, 0.24% hits; AID 2805;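 active = activation factor of at least 2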; also: the source names both 10 and 20 µM as test concentration; values of inactives mirror those of a sister screen read the other way
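also added = chemiluminescent substrate CDP-Star | test system = mouse IAP enzyme | signal = chemiluminescence readout | compound = DMSO-dissolved test compounds | incubation = 30 min at room temperature | benchmarks = DMSO wells, no-enzyme wells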
APOBEC3G inh = inhibitors of human APOBEC3G DNA deaminase | Q9HC16 | recombinant A3G, ssDNA deamination FAM/TAMRA fluorescence | inhibition, % at 20 µM | 330,000 compounds, 0.28% hits;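 active = inhibition of at least 40% at 20 µM, with no more than 30% in the related APOBEC3A deaminase screen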;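 also: plate controls were DMSO wells with A3G for no effect and wells lacking A3G enzyme for full effect; some compounds called inactive have numbers as strong as hits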
NLRP3 yeast inh = NALP3 inhibition in yeast. Yeast reconstituted NLRP3/ASC/caspase-1, beta-gal luminescence, 24 h. inhibition, % at 10 µM. 330,000 compounds, 0.39% hits. AID 2825;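 active = inhibition of 50% or more; inactive = inhibition below 50%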;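 also: plate controls were induced DMSO wells for no effect and uninduced yeast grown without galactose for full effect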
hIAP block = human IAP inhibition | P09923 | purified IAP, CDP-Star luminescence, 30 min | inhibition, % at 10 µM | 330,000 compounds, 0.12% hits;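 active = inhibition reaching a set limit with compound at 10 µM in the primary screen, cut at about 35% in these data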;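 also: plate controls were DMSO wells with enzyme for no effect and no-enzyme buffer wells for full effect; values of inactives mirror those of a sister screen read the other way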
Target sequence (P09923 whole entry, looked up): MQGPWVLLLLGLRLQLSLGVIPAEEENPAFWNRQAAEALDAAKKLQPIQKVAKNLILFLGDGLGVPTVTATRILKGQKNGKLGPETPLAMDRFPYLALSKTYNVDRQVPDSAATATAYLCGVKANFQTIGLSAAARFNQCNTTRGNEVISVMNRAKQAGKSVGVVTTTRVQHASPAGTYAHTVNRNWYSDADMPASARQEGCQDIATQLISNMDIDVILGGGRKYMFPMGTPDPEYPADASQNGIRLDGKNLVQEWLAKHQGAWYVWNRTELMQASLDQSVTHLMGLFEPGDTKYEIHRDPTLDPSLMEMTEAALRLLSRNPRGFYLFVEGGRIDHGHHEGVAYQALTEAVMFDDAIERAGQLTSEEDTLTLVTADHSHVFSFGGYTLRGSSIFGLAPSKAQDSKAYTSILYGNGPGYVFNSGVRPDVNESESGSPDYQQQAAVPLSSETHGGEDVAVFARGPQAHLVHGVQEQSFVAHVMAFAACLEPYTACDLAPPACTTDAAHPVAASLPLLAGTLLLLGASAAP
mIAP inh = blocks mouse intestinal alkaline phosphatase | purified mouse IAP, CDP-Star luminescence, 30 min | inhibition, % at 10 µM | 330,000 compounds, 0.2% hits;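 active = inhibition of at least 40% at 10 µM in the primary screen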;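 also: plate controls were DMSO with enzyme for no effect and no enzyme wells for full effect; values of inactives mirror those of a sister screen read the other way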
hIAP activ = increases human intestinal alkaline phosphatase activity; purified human IAP, CDP-Star luminescence, 30 min; active compounds read high; 1 = vehicle-only enzyme, 0 = enzyme-free background; activation factor at 10 µM; 330,000 compounds, 0.16% hits; AID 2524;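 active = activation factor of the enzyme at least 2-fold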; also: the source names both 10 and 20 µM as test concentration; values of inactives mirror those of a sister screen read the other way
MIN6 prolif = MIN6 beta-cell proliferation induction; MIN6 cells proliferation, ATPlite luminescence, 48 h; cells starved in 0.2% serum; 100% = growth in 10% serum; proliferation, % at 10 µM; 330,000 compounds, 0.29% hits; AID 2380;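 active = compounds whose signal lies at least 3.5 SD above the mean of all wells on their plate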;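 also: 0% = DMSO-treated cells in low-serum medium and 100% = 10% serum control; some compounds called inactive have numbers as strong as hits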
SENP1 FRET inh = blocks the human SENP1 SUMO protease catalytic domain; 360,000 compounds, 0.21% hits; recombinant SENP1 catalytic domain, CyPet-SUMO1-YPet FRET cleavage; Q9P0U3; inhibition, % at 10 µM;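 active = inhibition at least 30% at 10 µM, raw YFP signal under a set limit, fluorescence ratio 0.5 to 1.5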;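 also: 0% = enzyme with DMSO and 100% = no enzyme wells; some results filed as inactive read as strong as hits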
Target sequence (Q9P0U3 419-644 limits assumed): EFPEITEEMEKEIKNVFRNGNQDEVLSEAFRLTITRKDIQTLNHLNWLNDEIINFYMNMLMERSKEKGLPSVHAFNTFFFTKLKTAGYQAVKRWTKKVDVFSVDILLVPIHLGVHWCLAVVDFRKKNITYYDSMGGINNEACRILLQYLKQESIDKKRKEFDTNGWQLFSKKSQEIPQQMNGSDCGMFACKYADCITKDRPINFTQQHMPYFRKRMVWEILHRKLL
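Assay system – human recombinant His6-tagged SENP1 catalytic domain enzyme · Input – SENP1 enzyme, 20 pM final · Buffer or medium – Tris pH 8 buffer plus EDTA, NaCl, BME, BSA, NP40, catalase · Schedule – 50 min reaction at room temperature · Technique – FRET read of cyan and yellow fluorescence · Control set – no-enzyme wells low, DMSO-plus-enzyme wells high control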
Active calls of the source: *.

SMILES	APOBEC3A inh	mIAP activ	APOBEC3G inh	NLRP3 yeast inh	hIAP block	mIAP inh	hIAP activ	MIN6 prolif	SENP1 FRET inh
CC(C)(C)c1nc(NCCO)c2nnn(Cc3ccccc3)c2n1	2	1	-1	7	-2	0	1	-3	2
Cc1ccccc1N1CCN(C(=O)c2ccccc2NC(=O)/C=C\C(=O)O)CC1	0	1	-3	18	37*	-1	0.63	4	2
NC(=O)c1ccccc1NC(=O)C(c1ccccc1)c1ccccc1	-4	1.1	-7	9	-13	-9	1.1	0	2
Cc1sc2nc(CSCC(=O)Nc3ccc(C(=O)N(C)C)cc3)[nH]c(=O)c2c1C	-3	0.89	-7	1	-7	11	1.1	2	-48
O=C(Nc1ccc(Cl)c(Cl)c1)N1CC=CCC1	-5	0.99	-4	8	26	0	0.74	-2	-1
Cc1cc(C)cc(NC(=O)C2CCCN(c3nccc(C)n3)C2)c1 (configuration not stated)	-5	1.1	-7	18	8	-7	0.92	0	2
Nc1ccccc1SC/C=C/CSc1ccccc1N	0	0.96	-3	52*	14	4	0.86	3	1
CC(C)Sc1nc(N2CCCC2)c2c(c1C#N)CC(C)(C)OC2	6	0.82	0	20	-10	18	1.1	-5	-1
S=C(NN=C1CCN(Cc2ccccc2)CC1)NC1CCCCC1	-4	0.83	-7	-4	-10	17	1.1	-5	-2
Cc1cc(C)cc(NC(=O)NNC(=O)c2cc3occc3[nH]2)c1	-5	1	-4	12	-52	0	1.5	-4	-4
CCN(N=Nc1cccc([N+](=O)[O-])c1)c1cccc([N+](=O)[O-])c1	-5	0.87	-7	4	-4	13	1	-3	-2
O=C(O)CCN=Cc1c(O)c2ccccc2oc1=O	4	1	-1	18	8	-4	0.92	0	2
O=C(NCCc1ccccc1)C(=O)NCC1OCCCN1S(=O)(=O)c1cc(F)ccc1F (configuration not stated)	-6	0.93	-8	-1	-16	8	1.2	2	-3
O=C(NCc1ccccc1)c1onc(CSc2ccc(Cl)cc2)c1C(=O)NCC1CC1	-1	0.84	-6	10	0	16	0.99	-7	1
Cc1ccc(C2=CC(C)(c3ccc(C)cc3)Nc3nc(C(F)(F)F)nn32)cc1 (configuration not stated)	-4	1	-6	3	-15	-2	1.2	-6	0
COc1ccc(NC(=O)CSc2[nH]c(=O)cc(C)c2C#N)cc1OC	-4	0.97	-8	-4	8	3	0.92	-2	-2
Cc1cccc(Oc2ncnc(N)c2[N+](=O)[O-])c1C	-2	1	-5	-2	9	-2	0.91	0	0
CCOC(=O)C1=C(CSc2nc(-c3ccncc3)ccc2C#N)OC(N)=C(C#N)C1c1ccc(OC)cc1 (configuration not stated)	-4	0.94	-3	12	13	6	0.87	-4	1
COc1cc(NC(=O)c2cc(C(C)C)on2)cc(OC)c1OC	1	1.1	3	15	2	-7	0.98	-2	1
CCn1nc(C)c(CN2CCN(Cc3ccsc3)C(CCO)C2)c1C (configuration not stated)	2	1	-10	2	3	-3	0.97	0	-2
Cc1cc(C(=O)Nc2ccc(C)c(S(=O)(=O)N3CCOCC3)c2)c2ccccc2n1	16	1.1	-1	1	-4	-8	1	5	-3
NS(=O)(=O)c1ccc(CCNC(=O)/C=C/c2ccccc2[N+](=O)[O-])cc1	-5	0.95	-12	4	22	5	0.78	1	2
CC1C2CC(C/C2=N/NC(=O)c2cccs2)C1(C)C (configuration not stated)	-2	0.94	-7	0	-18	6	1.2	0	0
O=C(/C=C/Nc1cccc([N+](=O)[O-])c1)c1cccs1	-1	0.92	-3	13	-11	8	1.1	-2	3
N/C(=N\OC(=O)Cc1cccc2ccccc12)c1ccccn1	-2	1.2	-4	14	-18	-16	1.2	0	3
COc1ccccc1NC(=O)Cn1c(=O)n(CCc2c[nH]c3ccccc23)c(=O)c2cccnc21	-2	0.94	-8	6	-10	6	1.1	-1	1
O=C(/C=C/c1ccco1)NC1CCCC1	5	0.88	-1	18	-10	12	1.1	-2	-4
Cc1ccccc1C1=N/C(=C/c2cccnc2)C(=O)O1	-1	0.99	-4	-7	-19	0	1.2	-1	2
CCn1nc(C(=O)OCC(=O)N(CCC#N)c2ccccc2)c2ccccc2c1=O	-4	0.97	-6	3	2	3	0.98	0	0
COc1ccccc1/C=N/NC(=O)c1ccccc1NS(=O)(=O)c1ccc(C)cc1	2	1.2	-7	5	10	-20	0.9	2	1
O=C(c1cn(-c2ccccc2)nc1-c1cccnc1)N1CCN(S(=O)(=O)c2cccc(F)c2)CC1	4	0.86	1	2	-2	14	1	-3	-2
CS(=O)(=O)N1CCN(c2ccc(NC(=S)NC(=O)c3ccc4c(c3)OCO4)cc2)CC1	-1	0.96	-4	16	-1	4	1	-2	-2
C=CCSc1nnc(Cc2cc(=O)[nH]c(=O)[nH]2)n1-c1cc(C)ccc1C	2	0.99	31	15	2	1	0.98	0	2
CN(C)C(=O)CN1c2cccc3cccc(c23)S1(=O)=O	2	1.1	3	4	11	-7	0.89	-5	2
COC(=O)c1ccc(/C=N/NC(=O)c2cccc(F)c2)cc1	4	0.89	-3	25	-6	11	1.1	1	0
O=C(Nc1ccccc1N1CCOCC1)C1CCN(S(=O)(=O)c2ccc(Cl)cc2)CC1	-1	0.88	-6	3	-1	12	1	1	-2
CCN(CC)C(=S)SCC(=O)Nc1cccc(C(F)(F)F)c1	-2	1.1	-3	16	9	-5	0.91	-1	-2
N#CCCN(C(=O)CSc1nc2nc(-c3cccs3)cc(C(F)(F)F)c2c(=O)[nH]1)c1ccccc1	1	0.94	-4	-7	15	6	0.85	-2	-12
CCOC(=O)c1nc(C)n(-c2ccc(Cl)cc2Cl)n1	-4	0.96	-7	6	-8	4	1.1	0	-11
O=C(COc1ccc(F)cc1)Nc1nccs1	-1	0.97	-8	5	2	3	0.98	-3	2
CC(C)N(C(=O)CSc1n[nH]c(=O)n1CCc1ccccc1)C(C)C	0	1	-14	20	7	-1	0.93	-3	-1
CCOC(=O)C(NC(=O)Nc1ncccn1)(Oc1ccccc1)C(F)(F)F (configuration not stated)	-1	0.93	-1	8	-11	7	1.1	1	-2
COc1ccc(NC(=O)c2ccc([N+](=O)[O-])cc2[N+](=O)[O-])c(OC)c1	3	0.96	-4	22	4	4	0.96	-1	1
O=C(Nc1ccccc1N1CCOCC1)c1ccc2c(c1)C(=O)N(Cc1ccncc1)C2=O	1	0.98	-4	10	5	2	0.95	-2	1
CC(=O)N1CC(C)Sc2ccc(S(=O)(=O)NCCc3ccc(C)cc3)cc21 (configuration not stated)	-1	1.1	-4	-2	5	-10	0.95	-7	0
COc1ccc(NS(=O)(=O)c2ccc(C)c(C(=O)N(C)Cc3ccc(C)cc3)c2)cc1	-1	1	-9	15	2	-1	0.98	0	0
Nn1c(COc2ccc(Cl)cc2)n[nH]c1=S	1	0.91	53*	24	16	9	0.84	-3	-1
Cc1cc(NC(=O)c2ccc(C#N)cc2)n(-c2ccccc2)n1	-1	0.98	-10	15	-1	2	1	0	2
Cc1ccc(CN2CC(C(=O)NNC(=O)Cn3ccc(C(F)(F)F)n3)CC2=O)cc1 (configuration not stated)	2	0.97	-2	13	-45	3	1.4	1	-2
O=C(c1cc(COc2cccc(C(F)(F)F)c2)on1)N1CCc2ccccc2C1	1	0.98	-2	16	-2	2	1	-6	1
COc1ccccc1N(Cc1cc(=O)[nH]c2ccccc12)C(=O)c1ccc([N+](=O)[O-])cc1	-1	1	-5	0	1	-1	0.99	-4	5
CCOC(=O)N1CCN(C(=O)CN(Cc2ccc(Cl)cc2)S(=O)(=O)c2ccc(C)cc2)CC1	-1	1.1	-4	0	-6	-5	1.1	0	1
COc1ccccc1C(=O)OCC(=O)N1CCC(Cc2ccccc2)CC1	3	0.93	-4	17	21	7	0.79	0	1
CN1/C(=C\C(=O)COC(=O)c2ccco2)C(C)(C)c2ccccc21	1	1	-1	16	20	-3	0.8	-5	-4
Cn1c(N)c(C(=O)CCl)c(=O)n(C)c1=O	-3	1.1	-12	9	22	-7	0.78	4	3
N#C/C(=C\c1cn(Cc2cccc(F)c2)c2ccccc12)C(=O)NCc1ccco1	-4	0.99	-10	19	-9	1	1.1	-4	-40
COc1cc(C(=O)NCC(=O)N/N=C(/C)c2ccc3c(c2)CCCC3)cc(OC)c1OC	2	1.2	-2	12	-5	-16	1	-1	2
COc1cccc(/C=N/n2c(-c3ccco3)nc3ccccc3c2=O)c1OC	0	1	-1	20	-15	-1	1.2	1	-2
Cc1ccc(S(=O)(=O)N2CCOCC2)cc1C(=O)OCC(=O)c1ccc(Br)cc1	-1	0.99	-4	-2	-10	1	1.1	-4	-1
CCN(CC(=O)NC(=O)NC1CCCCC1)Cc1nc2ccccc2c(=O)[nH]1	3	0.99	22	11	-43	1	1.4	2	-4
Continued.
SMILES	APOBEC3A inh	mIAP activ	APOBEC3G inh	NLRP3 yeast inh	hIAP block	mIAP inh	hIAP activ	MIN6 prolif	SENP1 FRET inh
COCCCn1c(SCc2nc3ccccc3c(=O)[nH]2)nc2ccccc2c1=O	-2	0.99	-4	2	9	1	0.91	-2	0
O=C(CNC(=O)c1cccs1)NCCN1CCN(Cc2ccccc2)CC1	1	1.1	-8	16	-6	-14	1.1	0	-1
NC(=O)NC(=O)COC(=O)c1ccc(OC(F)(F)F)cc1	-4	0.92	-8	1	2	8	0.98	0	2
CCc1nnc(NC(=O)c2cc(S(=O)(=O)N3CCCCC3)ccc2C)s1	2	1.1	1	15	-10	-13	1.1	-3	-6
O=C1CCN(CCCc2ccccc2)CCN1CCO	2	0.97	10	8	-5	3	1.1	-3	1
Cc1ccc(C(C(=O)NC2CCCCC2)N(CCCN2CCOCC2)C(=O)c2snc(C(N)=O)c2N)cc1 (configuration not stated)	-3	0.9	-6	19	18	10	0.82	0	-4
C=CCn1cc(C(=O)NCc2ccco2)c(=O)c2cc(S(=O)(=O)N3CCCCCC3)ccc21	0	0.9	-8	2	-32	10	1.3	-6	1
Cc1ccc(Cl)cc1-c1ccc(C=Nc2ccc(N3CCOCC3)cc2)o1	-3	0.87	-6	-25	17	13	0.83	0	-72
CCC/C(=N/NC(=O)c1cccc(Cl)c1)c1ccccc1	-1	1	-1	19	-11	-3	1.1	-2	-2
COc1cccc(/C=N/n2c(-c3cccs3)n[nH]c2=S)c1	-4	0.92	24	26	-7	8	1.1	-3	3
C=CCN(CC=C)Cc1ccc(C(=O)OC)o1	-1	0.96	4	9	-17	4	1.2	-2	2
CCCOc1ccc(C=Nc2ccc(OC)c(S(=O)(=O)N3CCOCC3)c2)c(O)c1	2	0.99	-1	13	-8	1	1.1	-4	-4
N#Cc1ccc2nc3c(nc2c1)CCCC3	-2	0.97	-4	24	6	3	0.94	1	1
O=C1CCCN1CCCNS(=O)(=O)c1ccc(F)cc1F	-6	1	-5	3	-8	-4	1.1	0	-1
O=S(=O)(c1ccccc1)C1CON(Cc2ccccc2)C1c1ccccc1 (configuration not stated)	2	1.1	5	14	0	-9	1	0	2

No new results follow: an excerpt of the list.
SMILES	APOBEC3A inh	mIAP activ	APOBEC3G inh	NLRP3 yeast inh	hIAP block	mIAP inh	hIAP activ	MIN6 prolif	SENP1 FRET inh
COCCCn1c(SCc2nc3ccccc3c(=O)[nH]2)nc2ccccc2c1=O	-2	0.99	-4	2	9	1	0.91	-2	0
O=C(CNC(=O)c1cccs1)NCCN1CCN(Cc2ccccc2)CC1	1	1.1	-8	16	-6	-14	1.1	0	-1

The list is partial; the hit share may differ from the screen's.
